IkB sig inh: IkB Signaling; Potency, µM (highest dose often 57.1 µM), without a hit: top-dose IkBa stabilization activation; ABC-DLBCL IkBa-CBG/CBR dual luciferase ratio, 4 h; response scale: scaled: untreated 0%, proteasome inhibitor 100%; 110,000 compounds, 0.04% hits; active means well fitted curve in the direction sought with a large enough effect in the signal ratio, not every such curve was filed as active; inconclusive means small, poorly fitted or top-dose-only effect, or a change in a side signal; the % refers to the signal ratio;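 further: the direction sought is a rising ratio; 0% = basal untreated cells and 100% = reference inhibitor full response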
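In this assay, an IκBα–CBG68 fusion accumulates when IKK-driven degradation is blocked; native CBR normalizes for cell number. OCI-Ly3 cells were treated 4 h with compound and doxycycline, then green and red light read after Chroma-Glo addition.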
p53ts 39C kill: qHTS Screen for Compounds that Selectively Target Cancer Cells with p53 Mutations: Cytotoxicity of p53ts Cells at the Nonpermissive Temperature. 130,000 compounds, 1.5% hits. Potency, µM (series often up to 46.1 µM), for the others: top-dose activity change, negative = cell killing, usual class: cytotoxic. AID 902, 2007. H1299-p53A138V viability at 39C, ATP luminescence, 24 h; further: nearly all actives have a fitted effect of over 55% in size
Imprint erasure: qHTS Assay for Compounds that Induce Erasure of Genomic Imprints; mouse ES Peg3-LacZ reporter, beta-gal luminescence, 40 h; Potency, µM (series often up to 60.7 µM), inactives show at the top dose activity change, positive = activation, most hits filed as activators; 110,000 compounds, 0.02% hits; AID 1948, 2009;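 further: 0% = negative control wells on the plate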
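Imprint erasure is scored as LacZ activity from the silenced maternal Peg3 allele in feeder-free female ES cells cultured 40 h with LIF. Luminescence is normalized to in-plate negative controls and fitted to the Hill equation.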
p53ts 32C kill: qHTS Screen for Compounds that Selectively Target Cancer Cells with p53 Mutations: Cytotoxicity of p53ts Cells at the Permissive Temperature. H1299-p53A138V at 32C, ATP luminescence viability, 24 h. AID 924, 2007. 130,000 compounds, 0.93% hits. Potency, µM (titrated, usually from 46.1 µM), inactives show at the top dose activity change, negative = cytotoxicity, actives largely listed as cytotoxic;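 further: 0% = DMSO and -100% = full killing by reference compound; nearly all actives have a fitted effect of over 55% in size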
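ATP-content luminescence (ATPlite) read-out after 24 h compound exposure at 32C in H1299-p53A138V cells (600/well). Tested up to 46 uM. Normalized to DMSO (0%) and 100 uM tamoxifen (100% killing); Hill-fit AC50.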
An asterisk follows results filed as active; [ ] = dose if it differs, or a comment. Unless noted, the call rests on the fitted dose curve; in most records, active means well fitted curve in the direction sought with a large enough effect; inconclusive means small, poorly fitted or top-dose-only effect, or another doubt; inactive means no such curve, though single readings can be large; an effect the other way counts as inactive or inconclusive. Unless noted, on the % scale 0 is the no-effect control and ±100 the full control effect; potency means the concentration at half of the fitted maximal effect.

CCOc1ccc(C(=O)NC(=S)Nc2ccc(N3CCC(C)CC3)cc2)cc1[N+](=O)[O-] was read as p53ts 39C kill -1% and p53ts 32C kill -22%.
CCc1ccc(-c2nc3cc(NC(=O)c4cc5ccccc5cc4OC)ccc3o2)cc1 was read as IkB sig inh inconclusive, p53ts 39C kill -25%, Imprint erasure -15%[10.9 µM] and p53ts 32C kill inconclusive.
Nc1nnc(N2CCCCC2)s1 was read as IkB sig inh 0.9%, p53ts 39C kill 0%, Imprint erasure -4% and p53ts 32C kill -4%.
`CCOc1ccccc1NC(=O)NC1(C(=O)N2CCOCC2)CCCCC1` gave IkB sig inh -0.9%, p53ts 39C kill 5%, Imprint erasure -3% and p53ts 32C kill 1%.
Screening CN(C)Cc1cc(O)c(O)c(CN(C)C)c1 returned IkB sig inh 0.9%[11.4 µM], p53ts 39C kill 4%[9.22 µM], Imprint erasure -13%[10.9 µM] and p53ts 32C kill 2%[9.22 µM].
For COc1cc(NC(=O)Cn2cnc3sc(C)c(S(=O)(=O)N4CCN(C)CC4)c3c2=O)cc(OC)c1OC the results were IkB sig inh -0.3%, p53ts 39C kill 6%, Imprint erasure 3%[10.9 µM] and p53ts 32C kill 0%.
`COc1ccc(NC(=O)CSc2nnc(-c3cccs3)n2-c2ccccc2)cc1` gave IkB sig inh 0.9%, p53ts 39C kill -5%, Imprint erasure -8% and p53ts 32C kill 7%.
CCOC(=O)CCCCC(=O)c1[nH]c(=O)[nH]c1CSc1nc(C)cc(C)n1 was read as IkB sig inh -1.6%, p53ts 39C kill 17%, Imprint erasure -8% and p53ts 32C kill -1%.
Cc1ccccc1OCC(=O)Nc1nnc(S(=O)(=O)N2CCCCCC2)s1 was read as IkB sig inh -2.1%, p53ts 39C kill 0%, Imprint erasure -17%[10.9 µM] and p53ts 32C kill -3%.
Screening CCC(=O)Nc1ccc(CC)cc1-c1nc2ccccc2n(CC(=O)Nc2cccc(Cl)c2)c1=O returned IkB sig inh 2.5%, p53ts 39C kill -1%, Imprint erasure 10%[10.9 µM] and p53ts 32C kill 7%.
For COc1cc2c(cc1OC)C(C(=O)N1CCN(c3ccccn3)CC1)C(c1cccs1)N(C)C2=O (stereo unspecified) the results were IkB sig inh -0.7%, p53ts 39C kill -6%, Imprint erasure -15% and p53ts 32C kill 6%.
Screening COc1ccccc1-c1nnc(SCC(=O)NCc2c(C)c(Cl)cc(C(C)C)c2O)o1 returned IkB sig inh inconclusive, p53ts 39C kill 23%, Imprint erasure -37%[inhibitor] and p53ts 32C kill 30%[activator].
`CCCn1c(CN2CCCCC2C)nc2c1c(=O)n(C)c(=O)n2C` (stereo unspecified) gave IkB sig inh inconclusive, p53ts 39C kill 18%, Imprint erasure -12% and p53ts 32C kill -3%.
`CC(C)CC(NC(=O)CN)C(=O)NC(Cc1ccccc1)C(=O)O` (stereo unspecified) gave p53ts 39C kill 10%, Imprint erasure -1% and p53ts 32C kill 9%.
For Cn1ncc(C#N)c1NC(=O)c1nn2cccnc2c1Cl the results were IkB sig inh -2.4%, p53ts 39C kill 1%, Imprint erasure -4% and p53ts 32C kill 6%.
For CC(C)CNS(=O)(=O)c1ccc(CCC(=O)N2CCOCC2)cc1 the results were IkB sig inh 1.0%, p53ts 39C kill 5%, Imprint erasure -5% and p53ts 32C kill -4%.
For CCC(C)(C(=O)NC1CCCCC1)N(C)C(=O)c1ccccn1 (stereo unspecified) the results were IkB sig inh 0.3%, p53ts 39C kill -14%, Imprint erasure -2% and p53ts 32C kill -28%.
C=CCc1ccc(OCC(O)CN2CCCCC2C)c(OC)c1 (stereo unspecified) was read as IkB sig inh 0.2%, p53ts 39C kill -16%, Imprint erasure -14% and p53ts 32C kill -14%.
`COc1ccc(C2CC(=O)c3c([nH]c(C(=O)OCc4ccccc4)c3C)C2)cc1` (stereo unspecified) gave IkB sig inh -2.3%, p53ts 39C kill inconclusive, Imprint erasure -18%[10.9 µM] and p53ts 32C kill inconclusive.
For CCOc1cc(C2NC(=O)NC(O)(C(F)(F)F)C2C(=O)c2ccccc2)ccc1OC (stereo unspecified) the results were IkB sig inh -0.2%, p53ts 39C kill 9%, Imprint erasure -1% and p53ts 32C kill 3%.
For CCOc1ccc(NC(=O)CCC(=O)n2nc(C)cc2C)cc1 the results were IkB sig inh 1.2%, p53ts 39C kill 11%, Imprint erasure -14% and p53ts 32C kill 1%.
Screening C=CCn1c(COc2ccccc2F)nnc1SCCN1C(=O)c2ccccc2C1=O returned p53ts 39C kill 4% and p53ts 32C kill -9%.
CCc1nn(Cc2cccc(F)c2)c(=O)c2cc3cc(C)ccc3n12 was read as IkB sig inh 2.2%, p53ts 39C kill -30%, Imprint erasure -9%[10.9 µM] and p53ts 32C kill -5%.
`COc1cccc(CNS(=O)(=O)c2ccc(N3CCCCS3(=O)=O)cc2)c1` gave IkB sig inh -1.0%, p53ts 39C kill 0%, Imprint erasure 18%[10.9 µM] and p53ts 32C kill -8%.

Six compounds from above, arranged by heavy-atom count, lowest first.
For Cn1ncc(C#N)c1NC(=O)c1nn2cccnc2c1Cl the results were IkB sig inh -2.4%, p53ts 39C kill 1%, Imprint erasure -4% and p53ts 32C kill 6%.
For CCC(C)(C(=O)NC1CCCCC1)N(C)C(=O)c1ccccn1 (stereo unspecified) the results were IkB sig inh 0.3%, p53ts 39C kill -14%, Imprint erasure -2% and p53ts 32C kill -28%.
`CCCn1c(CN2CCCCC2C)nc2c1c(=O)n(C)c(=O)n2C` (stereo unspecified) gave IkB sig inh inconclusive, p53ts 39C kill 18%, Imprint erasure -12% and p53ts 32C kill -3%.
`COc1cccc(CNS(=O)(=O)c2ccc(N3CCCCS3(=O)=O)cc2)c1` gave IkB sig inh -1.0%, p53ts 39C kill 0%, Imprint erasure 18%[10.9 µM] and p53ts 32C kill -8%.
`COc1ccc(C2CC(=O)c3c([nH]c(C(=O)OCc4ccccc4)c3C)C2)cc1` (stereo unspecified) gave IkB sig inh -2.3%, p53ts 39C kill inconclusive, Imprint erasure -18%[10.9 µM] and p53ts 32C kill inconclusive.
For CCOc1cc(C2NC(=O)NC(O)(C(F)(F)F)C2C(=O)c2ccccc2)ccc1OC (stereo unspecified) the results were IkB sig inh -0.2%, p53ts 39C kill 9%, Imprint erasure -1% and p53ts 32C kill 3%.

Continuation:
`COC(=O)NCc1cccc(CNC(=O)OC)c1` gave IkB sig inh -0.3%, p53ts 39C kill -7%, Imprint erasure -11% and p53ts 32C kill 9%.
Cc1ccc(CN(C(=O)COc2ccc(C)c(C)c2)C2CCS(=O)(=O)C2)o1 (stereo unspecified) was read as IkB sig inh inconclusive, p53ts 39C kill 19%, Imprint erasure -12%[10.9 µM] and p53ts 32C kill 10%.
`O=C(Nc1cnn(Cc2ccc(Cl)cc2)c1)c1cnccn1` gave IkB sig inh -0.1%, p53ts 39C kill 10%, Imprint erasure -21% and p53ts 32C kill 10%.
CC1CCCCN1CCNC(=O)CC1Oc2ccccc2NC1=O (stereo unspecified) was read as IkB sig inh 8.3%, p53ts 39C kill 4%, Imprint erasure -7% and p53ts 32C kill 2%.
CCOC(=O)c1c(C)oc2cc(Br)c(OCC(N)=O)cc12 was read as p53ts 39C kill 8% and p53ts 32C kill -3%.
Screening O=C(OCCOCCN=C1NS(=O)(=O)c2ccccc21)C1CC(=O)N(c2ccccc2)C1 (stereo unspecified) returned IkB sig inh -0.6%, p53ts 39C kill 5%, Imprint erasure 3% and p53ts 32C kill 0%.
COc1ccc(S(=O)(=O)Nc2cc(C)c(O)c(S(=O)(=O)c3ccccc3)c2)cc1 was read as IkB sig inh 3.4%, p53ts 39C kill -1%, Imprint erasure 10% and p53ts 32C kill 20%.
CC(=O)c1cnc2cc(-c3ccccc3)nn2c1C was read as IkB sig inh -1.6%, p53ts 39C kill -21%, Imprint erasure 2% and p53ts 32C kill -22%.
For COc1cc(-c2coc3cc(OC)c(OC)c(OC)c3c2=O)cc(OC)c1OC the results were p53ts 39C kill -13%, Imprint erasure -7% and p53ts 32C kill 13%.
For COC(=O)Cn1ccc2cc(S(=O)(=O)N3CCCCC3)ccc21 the results were IkB sig inh -1.7%, p53ts 39C kill 12%, Imprint erasure -8%[10.9 µM] and p53ts 32C kill 5%.
Screening COc1ccc(C(=O)NCc2nnc(SCC(=O)Nc3cc(C)cc(C)c3)o2)cc1OC returned IkB sig inh -0.2%, p53ts 39C kill 0%, Imprint erasure -4% and p53ts 32C kill -2%.
COc1ccc(C(=O)N2CCN(Cc3cc(=O)n4nc(-c5ccccc5C)sc4n3)CC2)cc1OC was read as IkB sig inh -0.3%, p53ts 39C kill -5%, Imprint erasure 2%[10.9 µM] and p53ts 32C kill 11%.
Screening O=S1(=O)c2cccc3cccc(c23)N1Cc1nnc(-c2ccccc2Br)o1 returned IkB sig inh inconclusive, p53ts 39C kill -6%, Imprint erasure -16% and p53ts 32C kill 3%.
O=C(NCc1ccccn1)c1ccc2ccccc2n1 was read as IkB sig inh 2.9%, p53ts 39C kill -2%, Imprint erasure inconclusive and p53ts 32C kill 2%.
`Nc1nc(SCC(=O)c2ccc(Br)cc2)c2[nH]cnc2n1` gave IkB sig inh -0.9%[11.4 µM], p53ts 39C kill 6%[9.22 µM], Imprint erasure -1%[10.9 µM] and p53ts 32C kill 15%[9.22 µM].
For Cc1nnc(N(C(=O)c2cnccn2)c2ccccc2)s1 the results were IkB sig inh -0.3%, p53ts 39C kill -13%, Imprint erasure -11% and p53ts 32C kill 2%.
Screening COC(=O)CC[C@@H](C(=O)O)N1C(=O)c2ccccc2C1=O returned IkB sig inh -0.7%, p53ts 39C kill -8%, Imprint erasure 6% and p53ts 32C kill -5%.
For Cc1noc(C(=O)Nc2c(C)n(C)n(-c3ccccc3)c2=O)c1Cl the results were IkB sig inh -0.6%, p53ts 39C kill 12%, Imprint erasure -4% and p53ts 32C kill 3%.
COc1cccc(-c2nc(SCc3cc(=O)c4ccc(C)c(C)c4[nH]3)n[nH]2)c1 was read as IkB sig inh inconclusive, p53ts 39C kill -4%, Imprint erasure -17%[10.9 µM] and p53ts 32C kill 10%.
`Cc1cccc(NC(=O)Cn2c(=O)n(CCc3ccccc3)c(=O)c3ccccc32)c1` gave IkB sig inh inconclusive, p53ts 39C kill -30%, Imprint erasure 2%[10.9 µM] and p53ts 32C kill -9%.
For CCc1ccc(NC(=O)Cn2c(=O)n(CCC(=O)NCCc3ccc(Cl)cc3)c(=O)c3ccccc32)cc1 the results were IkB sig inh 3.6%, p53ts 39C kill 0%, Imprint erasure 7%[10.9 µM] and p53ts 32C kill 7%.
`COc1ccc(OC)c(NC2=NC3(CCCCC3)N=C(N)N2)c1` gave IkB sig inh 0.8%, p53ts 39C kill 9%, Imprint erasure -11% and p53ts 32C kill -1%.
Clc1ccccc1-c1nn2c(COc3ccccc3)nnc2s1 was read as IkB sig inh -1.7%, p53ts 39C kill -3%, Imprint erasure 3% and p53ts 32C kill 4%.
`CCCCNC(=O)CCCn1c(=O)c2ccccc2n(Cc2cccc(Cl)c2)c1=O` gave IkB sig inh 2.8%, p53ts 39C kill 14%, Imprint erasure -7%[10.9 µM] and p53ts 32C kill 2%.
For O=C(/C(C=Nc1ccc(F)cc1)=C(/O)c1ccco1)C(F)(F)F the results were p53ts 39C kill inconclusive and p53ts 32C kill inconclusive.
For CCN1CCN(c2ncnc3c2nnn3Cc2ccccc2)CC1 the results were IkB sig inh 0.0%, p53ts 39C kill -3%, Imprint erasure -7% and p53ts 32C kill -11%.
COC(c1ccccc1)C(C)C(OC)C(C)C(OC)C(C)C(C)=O (stereo unspecified) was read as p53ts 39C kill 3%[9.22 µM] and p53ts 32C kill 4%[9.22 µM].
For Cc1cc(C)n(-c2nc3ccccc3nc2N2CCN(C(=O)c3ccc(Cl)cc3)CC2)n1 the results were IkB sig inh 0.7%, p53ts 39C kill 8%, Imprint erasure -16% and p53ts 32C kill 9%.
Screening COc1ccc2cc(C(=O)N3CCCCCC3)sc(=O)c2c1OC returned IkB sig inh 1.8%, p53ts 39C kill -4%, Imprint erasure 7% and p53ts 32C kill -14%.
`Cc1cccc(C)c1NC(=O)COC(=O)CCc1ccc(S(=O)(=O)N2CCCCC2)cc1` gave p53ts 39C kill -14% and p53ts 32C kill -10%.
For COc1cccc(-n2nc3c(-n4ncc(C#N)c4N)nnc(C)c3c2C)c1 the results were p53ts 39C kill 1% and p53ts 32C kill 1%.

Source: PubChem BioAssay (National Center for Advancing Translational Sciences (NCATS))
